Source: PubChem (Johns Hopkins Ion Channel Center)
CHT PAM: allosterically activates the human high affinity choline transporter. Q9GZV3. CHT-expressing cells, membrane potential dye, choline EC20; active compounds read high; LV-AA mutant CHT in HEK293 cells. B-score at 10 µM. 310,000 tested, 0.49% active;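 active = initial fluorescence not abnormally high and integrated response B-score, plate-corrected, over 3 SD above library mean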
Target sequence (Q9GZV3 whole entry, looked up): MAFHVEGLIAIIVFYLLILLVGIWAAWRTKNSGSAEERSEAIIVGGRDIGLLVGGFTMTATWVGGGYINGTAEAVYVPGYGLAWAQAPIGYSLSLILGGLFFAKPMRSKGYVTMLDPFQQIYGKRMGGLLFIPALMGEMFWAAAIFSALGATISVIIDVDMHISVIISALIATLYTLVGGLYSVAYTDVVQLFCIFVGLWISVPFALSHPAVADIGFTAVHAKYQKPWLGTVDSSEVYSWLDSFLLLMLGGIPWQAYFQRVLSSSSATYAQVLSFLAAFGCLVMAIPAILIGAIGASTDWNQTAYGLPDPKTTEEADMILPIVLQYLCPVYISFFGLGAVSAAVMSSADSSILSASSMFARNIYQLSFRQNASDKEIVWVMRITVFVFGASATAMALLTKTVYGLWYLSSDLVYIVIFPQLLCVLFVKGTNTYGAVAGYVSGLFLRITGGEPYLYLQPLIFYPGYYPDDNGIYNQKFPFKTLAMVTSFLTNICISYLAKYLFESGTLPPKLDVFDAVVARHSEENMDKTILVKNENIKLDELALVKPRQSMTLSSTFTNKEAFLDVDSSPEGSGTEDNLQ
CHT block: inhibits the human high affinity choline transporter; Q9GZV3; CHT-expressing cells, membrane potential dye, choline response; active compounds read low; B-score at 10 µM; 310,000 tested, 0.86% active;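 active = B-score over 3 SD under the library average, and starting fluorescence ratio not unusually high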;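 note: choline stimulus applied at its EC90 after an EC20 pre-addition; B-score computed on integrated fluorescence ratio after choline addition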
The depositor's hits bear a star; i = inactive.

SMILES	CHT PAM	CHT block
CCOc1ccc(N(CC(=O)NCc2ccc(F)cc2)C(=O)CCC(=O)Nc2nccs2)cc1	i	i
COc1ccccc1N(CC(=O)N(c1ccccc1)C(C)C)S(=O)(=O)c1cccs1	i	i
CCCCNC(=O)C1CCC(CNc2c(N3CCC(C)CC3)c(=O)c2=O)CC1 (stereo not given)	i	i
Cc1ccc(CNC(=O)c2ccccc2CCc2ccccc2)cc1	i	i
O=C(CCCCCl)Nc1c2c(nc3ccccc13)CCC2	i	i
Cc1noc(C)c1S(=O)(=O)N1CCN(Cc2ccc3c(c2)OCO3)CC1	i	i
COc1ccc(CCNC(=O)C(=O)NCC2CCNCC2)cc1OC	i	i
Cc1ccc(C)c(NNC(=O)C(=O)NNc2cc(C)ccc2C)c1	i	i
Oc1ccc(CCc2n[nH]c(=S)n2-c2ccc(F)cc2)cc1	i	i
COc1ccc(C(C(=O)NC2CCCC2)N(CC2CCCO2)C(=O)Cn2nnc(-c3ccc(C)o3)n2)cc1 (stereo not given)	i	i
CCC(C)(C(=O)NC1CCCCC1)N(Cc1ccco1)C(=O)c1ccccn1 (stereo not given)	i	i
CC(C)n1c(N2CCN(C(=O)c3cccs3)CC2)nc2ccccc21	i	i
Cc1cccc(N2CCN(C(=O)Cc3c(C(=O)O)[nH]c4ccc(Cl)cc34)CC2)c1C	i	-11*
O=C(NCC1CCCO1)C(c1cccs1)N(Cc1cccs1)C(=O)c1ccc(-c2ccccc2)[nH]1 (stereo not given)	i	i
O=C(CN1CCN(c2ccccn2)CC1)Nc1ccc(F)cc1	i	i
Cc1cccc(NC(=O)c2ccc(CN3CCc4ccccc4C3)cc2)c1C	i	i
CCOC(=O)c1cccc(NC(=O)C2CCCN2S(=O)(=O)c2cccc3cccnc23)c1 (stereo not given)	i	i
COc1ccc(COC(=O)c2sc3nc4n(c(=O)c3c2C)CCC4)cc1	i	i
CCc1nc2oc3ccccc3c(=O)c2c(=O)n1-c1ccccc1	i	i
COc1ccc(C(C(=O)NC2CCCCC2)N(C(=O)CCl)c2cccc(Cl)c2)cc1 (stereo not given)	i	i
COc1ccc(CCN(C(=O)c2ccc(F)cc2)C2=CC3CCC(C2)N3C)cc1OC (stereo not given)	i	i
COc1ccc(CS(=O)(=O)c2ncn[nH]2)cc1	i	i
Nc1ccccc1C(=O)N(Cc1ccccc1)Cc1ccccc1	i	i
CC(=O)n1cc([C@@H]2C=C(C(=O)Nc3ccccc3)O[C@H](OCc3ccc(CO)cc3)C2)c2ccccc21	i	i
CC1CCN(S(=O)(=O)c2ccc(C(=O)NCc3cccnc3)cc2)CC1	i	i
Further records.
SMILES	CHT PAM	CHT block
CN(c1ccc(C(=O)O)cc1)S(=O)(=O)c1ccc(Cl)cc1	i	i
Cc1n(CC(=O)c2ccc(F)cc2)c2ccccc2[n+]1C	i	i
COC(=O)C(Cc1c[nH]c2ccccc12)NC(=O)C(C)C (stereo not given)	i	i
CCOC(=O)COc1cc(-n2c(=S)[nH]c3cc(OC)c(OC)cc3c2=O)c(Cl)cc1Cl	i	i
CC(=O)OCP(C)(=O)COC(C)=O	i	i
CC(C)(CO)NC12CC3CC(CC(C3)C1)C2	i	i
COc1ccccc1N1CCN(C(=O)CSc2nc3ccccc3nc2N2CCC(C)CC2)CC1	i	i
c1ccc(CNc2c3c(nc4ncnn24)CCCC3)nc1	i	i
COc1ccccc1N(Cc1cc(=O)[nH]c2ccccc12)C(C)=O	i	i
Nn1c(COc2ccccc2)nnc1SC(F)F	i	i
Cc1cc(C)c2c(CC(=O)Nc3ccc(Cl)cn3)coc2c1	i	i
CC(Sc1nnc(N)s1)c1ccccc1Cl (stereo not given)	i	i
O=C(NCCc1ccc(Cl)cc1)C1CCC(CNc2nc(=S)[nH]c3ccccc23)CC1 (stereo not given)	i	i
O=C(/C=C/c1cccc(Br)c1)N1CCN(c2cccc(C(F)(F)F)c2)CC1	i	i
C/C(=N\NC(=S)Nc1c(C)cccc1C)c1cc2ccccc2o1	i	i
CC(C)[C@H](NC(=O)[C@@H]1Cc2ccccc2CN1)C(=O)NC1CCCCC1	i	i
CN1C(=O)CC(NNC(=O)c2ccc(Cl)cc2)C1=O (stereo not given)	i	i
Cn1c(CCNS(=O)(=O)c2ccccc2)nnc1SCc1cccnc1	i	i
O=C(CSc1ncnc2c1oc1ccccc12)c1cccs1	i	i
COC(=O)COc1ccc(S(=O)(=O)NCc2ccco2)cc1Cl	i	i
CCOC(=O)c1sc(=S)n(-c2cc(OC)ccc2OC)c1N	i	i
Cc1ccc(-n2cc(CN(C)CCc3cn[nH]c3)c(-c3cccc(C)c3)n2)cc1	i	i
O=C(CC(=O)c1ccccc1)Nc1ccccc1	i	i
COC(=O)C(C(C)C)N1CCc2c(C)nc3c(C#N)cnn3c21 (stereo not given)	i	i
CCn1c(/C=C/c2c(C)[nH]c3ccccc23)nc2ccccc2c1=O	i	i
Additional entries
SMILES	CHT PAM	CHT block
O=C(NCC1CCCO1)c1csc2c1CCCC2 (stereo not given)	i	i
O=C(Cc1c[nH]c2ccccc12)Nc1ccccc1N1CCOCC1	i	i
c1ccc2c(c1)CCN(c1nc3cc4c(cc3s1)OCO4)C2	i	i
CCOC(=O)c1sc(SC)c2c1CCCC2=O	i	i
O=C(Nc1ccc(F)c([N+](=O)[O-])c1)c1cccs1	i	i
CCOCCCNC(=O)CN1C(=O)/C(=C\c2ccc(C)cc2)Sc2ccccc21	i	i
COc1cccc(NC(=O)CSc2nn3c(=O)c(C)nnc3s2)c1	i	i
COc1ccc(C(CC(=O)O)NS(=O)(=O)c2ccc3c(c2)NC(=O)CO3)cc1 (stereo not given)	i	i
Cc1cc(C2=NNC(=Nc3ccc(S(=O)(=O)N4CCOCC4)cc3)SC2)c(C)n1C	i	i
Cc1ccc(C(=O)NNC(=S)NC(=O)c2ccccc2)cc1	i	i
COc1cc(C(=O)Oc2cccc(/C=N/NC(=O)c3cccnc3)c2)cc(OC)c1OC	i	i
CCN(CC)C(=O)C1CCC(C)(C(=O)O)C1(C)C (stereo not given)	i	i
CCOc1ccc(C(=O)NCC(=O)NCCCSc2ccccc2)cc1OCC	i	i
COc1ccc(Cc2nnc(SCC(=O)Nc3ccc(C)c(Cl)c3)[nH]c2=O)cc1	i	i
O=C(c1cc(-c2ccncc2)nc2ccc(Cl)cc12)N1CCN(Cc2ccc3c(c2)OCO3)CC1	i	i
CCOc1cc(/C=N/NC(=O)C(=O)NCC2CCCO2)ccc1OCC(=O)N1CCOCC1 (stereo not given)	i	i
O=c1nc(NCc2ccccc2Cl)cn[nH]1	i	i
CCc1nnc2n1N=C(c1ccc(-c3cc(Cl)ccc3Cl)o1)CS2	i	i
O=C(NCC(=O)N(CC1CCCO1)C(C(=O)NC1CCCCC1)c1ccc(F)cc1)c1ccco1 (stereo not given)	i	i
Cc1cccc(CN2CCCC(C(=O)Nc3ccccc3Oc3cccnc3)C2)c1 (stereo not given)	i	i
CCOC(=O)CC(=O)CSc1nc(-c2cccnc2)ccc1C#N	i	i
O=C(O)CSc1nnc(-c2ccc(Cl)cc2Cl)n1Cc1ccccc1	i	i
COc1cccc(NC(=O)c2ncn[nH]2)c1	i	i
O=C1NC(=O)/C(=C/c2ccccc2Oc2ccc(Cl)cc2)S1	i	i
CN(C)C(=O)c1ccc(NC(=O)CSc2nc3ccccc3[nH]2)cc1	i	i
New compounds follow:
SMILES	CHT PAM	CHT block
CSc1nnc(C)c(=O)n1COC(=O)COc1ccc(F)cc1	i	i
COc1cc(C(=O)Nc2cccc3cccnc23)cc(OC)c1OC	i	i
Cc1c(C(=O)N2CCN(Cc3ccc4c(c3)OCO4)CC2)sc2ncnc(N3CCN(c4ccccc4)CC3)c12	i	i
COc1cccc(CC2(CO)CCN(S(=O)(=O)N(C)C)CC2)c1	i	i
Nn1c(SCC(=O)Nc2ccc(S(=O)(=O)N3CCCC3)cc2)nnc1C(F)(F)F	i	i
CC(=O)Nc1cccc(C(=O)OCC(=O)NC(=O)c2ccccc2)c1	i	i
CC(=O)NS(=O)(=O)c1ccc(NC(=O)/C=C/c2ccco2)cc1	i	i
Cc1ccc(OCCn2c(C3CC(=O)N(Cc4ccccc4)C3)nc3ccccc32)cc1 (stereo not given)	i	i
CCCCn1c(SCC(=O)N2CCOCC2)nnc1-c1ccoc1C	i	i
Cc1ccc2c(=O)c(C(=O)c3ccc(F)cc3)cn(CC(=O)NCc3ccco3)c2n1	i	i
COc1cc(C(=O)Nc2cccc(S(=O)(=O)N3CCCC3)c2)cc(OC)c1C	i	i
O=C(C[n+]1ccccc1)Nc1ccc(Oc2ccccc2)cc1	i	i
CC(=O)SCC[N+](C)(C)C	i	i
COc1ccc(S(=O)(=O)N[C@@H](CSCc2ccccc2)C(=O)O)cc1	i	i
CC(C)(C)[C@@H]1C=C(C(N)=O)O[C@H](OCc2ccc(CO)cc2)C1	i	i
Cn1nc(-c2ccccc2)c2ncc(C(F)(F)F)cc21	i	i
Cc1ccc(S(=O)(=O)CC(=O)N2CCN(c3ccccc3F)CC2)cc1	i	i
O=C(C1COc2ccccc2O1)N1CCN(c2ccccc2F)CC1 (stereo not given)	i	i
COc1cc2c(cc1OC)C(C)N(C(=O)/C=C/c1cc(OC)c(OC)c(OC)c1)CC2 (stereo not given)	i	i
Cc1cc(O)c(C(C[N+](=O)[O-])c2ccc(Cl)cc2Cl)c(=O)o1 (stereo not given)	i	i
COc1ccc(/C(C)=N/NC(=O)CNC(=O)COc2ccccc2)c(OC)c1	i	i
CCN(CC)CCCN(C(=O)c1ccccc1C)c1nc(-c2ccc(OC)cc2)cs1	i	i
COc1cccc(OCCSc2nc3ccccc3c(=O)[nH]2)c1	i	i
Cc1ccc2nsnc2c1N(S(C)(=O)=O)S(C)(=O)=O	i	i
Cc1cccc(-n2nc3c(c2NC(=O)c2ccc4c(c2)OCO4)CS(=O)(=O)C3)c1C	i	i

Some of these compounds in order of formula weight, highest first.
SMILES	CHT PAM	CHT block
Cc1c(C(=O)N2CCN(Cc3ccc4c(c3)OCO4)CC2)sc2ncnc(N3CCN(c4ccccc4)CC3)c12	i	i
O=C(/C=C/c1cccc(Br)c1)N1CCN(c2cccc(C(F)(F)F)c2)CC1	i	i
Cc1cccc(N2CCN(C(=O)Cc3c(C(=O)O)[nH]c4ccc(Cl)cc34)CC2)c1C	i	-11*
COc1ccc(C(CC(=O)O)NS(=O)(=O)c2ccc3c(c2)NC(=O)CO3)cc1 (stereo not given)	i	i
COc1ccc(/C(C)=N/NC(=O)CNC(=O)COc2ccccc2)c(OC)c1	i	i
Cc1ccc(S(=O)(=O)CC(=O)N2CCN(c3ccccc3F)CC2)cc1	i	i
COc1cc(C(=O)Nc2cccc3cccnc23)cc(OC)c1OC	i	i
O=C(Cc1c[nH]c2ccccc12)Nc1ccccc1N1CCOCC1	i	i
c1ccc2c(c1)CCN(c1nc3cc4c(cc3s1)OCO4)C2	i	i
O=C(CCCCCl)Nc1c2c(nc3ccccc13)CCC2	i	i
CC(Sc1nnc(N)s1)c1ccccc1Cl (stereo not given)	i	i
O=C(Nc1ccc(F)c([N+](=O)[O-])c1)c1cccs1	i	i
O=C(NCC1CCCO1)c1csc2c1CCCC2 (stereo not given)	i	i
CCN(CC)C(=O)C1CCC(C)(C(=O)O)C1(C)C (stereo not given)	i	i
CC(=O)OCP(C)(=O)COC(C)=O	i	i

Further compounds
SMILES	CHT PAM	CHT block
CCOC(=O)C(C(=O)OCC)N(C#N)c1nc(SC)nc(N(C)C)n1	i	i
Cc1noc(NC(=O)c2cccc(Cl)c2Cl)c1C#N	i	i
Cc1ccc(-c2nc(C)sc2CC(=O)OCC(=O)Nc2cccc([N+](=O)[O-])c2)cc1	i	i
Cn1c(=O)c2c(nc(SCC(=O)N3CCc4ccccc4C3)n2C)n(C)c1=O	i	i
Cc1nn(Cc2ccc(C(=O)Nc3nccs3)cc2)c(C)c1Cl	i	i
Cc1ccc(CNS(=O)(=O)c2c(N)n(C)c(=O)n(C)c2=O)cc1	i	i
Nn1c(-c2ccccc2)nc2ccccc2c1=O	i	i
CCOC(=O)C1(CCOC)CCN(Cc2cnc(-c3cccc(C)c3)nc2)CC1	i	i
CCCCN(C)CCC(=O)Nc1ccc2c(c1)CCC2	i	i
COc1cc(NC(=S)NC(=O)CC(C)C)ccc1NC(=O)c1cc2ccccc2o1	i	i
Cc1nnc2sc(-c3ccccn3)nn12	i	i
COc1ccc(Cc2nnc(NC(=O)Nc3ccc(F)cc3)s2)cc1OC	i	i
COc1ccc(CCNC(=O)CS(=O)(=O)Cc2nc(-c3ccc(C)cc3)oc2C)cc1OC	i	i
CCNc1nc(NCC)nc(SCCOC(=O)Nc2ccccc2)n1	i	i
O=C(CNS(=O)(=O)c1ccc(Br)cc1)OCc1cc(=O)n2cc(Br)ccc2n1	i	i
COc1ccc(Br)cc1/C=N/NC(=O)c1ccc(COc2ccc3c(c2)CCC3)o1	i	i
Cc1cc(C)n2nc(CC(=O)NNC(=O)c3ccc(N(C)C)cc3)nc2n1	i	i
COC(=O)CNC(=O)COC(=O)/C=C/c1ccc2ccccc2n1	i	i
CCCC(=O)Nc1ncnc2c1ncn2[C@@H]1O[C@@H]2OP(=O)(O)OC[C@H]2[C@H]1OC(=O)CCC	i	i
Cc1ccc(-n2c(=S)sc3c(=O)n(-c4ccc(F)cc4)c(SCC(=O)O)nc32)cc1C	i	i
COc1ccc(NC(=O)CCS(=O)(=O)c2ccccc2Cl)cc1S(=O)(=O)Nc1ccc(Cl)cc1	i	i
Fc1ccc(-n2c(-c3ccco3)nc3nc4ccccc4nc32)cc1	i	i
COc1ccc(-n2c(SCC(=O)Nc3ccc(C(N)=O)cc3)nc3c([nH]c4ccccc43)c2=O)cc1OC	i	i
C=CCN(C(=O)c1cccc(C(F)(F)F)c1)C1(C(=O)Nc2ccccc2)CCN(C(C)C)CC1	i	i
Brc1cccc(-c2nnc(SCc3nc4ccccc4[nH]3)o2)c1	i	i
CCCCS(=O)(=O)N1CCCC(C(=O)Nc2ccc3c(c2)CCC3)C1 (stereo not given)	i	i
CC1CCCC(NC(=O)C2CCC(CNc3c(N4CCCCC4)c(=O)c3=O)CC2)C1C (stereo not given)	i	i
